Screening results deposited in PubChem by several laboratories.
Neddylation inh – blocks human cullin neddylation; P61081+Q13564; TR-FRET cullin neddylation, biochemical; 360,000 compounds, 0.58% hits; calls only at 25 µM; in the data active means inhibition above about 36%
CendR NRP1 mod – NRP-1/CendR interaction modulation | O14786 | FAM-RPARPAR peptide binding to NRP-1, fluorescence polarization | inhibition, % at 25 µM | 360,000 compounds, 0.85% hits;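 active means inhibition or corrected inhibition above about 18%, plus a signal ratio from 0.5 to 1.5, limit read from the data, passing the limit was not always enough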; further: strong numbers were not always called active
MsrA inh – inhibits bovine methionine sulfoxide reductase A | purified bovine MsrA, absorbance read-out | inhibition, % at 15.5 µM | 360,000 compounds, 0.75% hits | AID 651718; in the data active means inhibition above about 4.5%;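 further: 0% = vehicle wells with enzyme and 100% = reference inhibitor wells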
eLon inh – inhibitors of E. coli Lon protease; 360,000 compounds, 0.42% hits; P0A9M0; purified E. coli Lon protease, fluorescence polarization; inhibition, % at 7.94 µM; in the data active means inhibition above about 13%, passing the limit was not always enough;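 further: 0% = enzyme with probe and DMSO and 100% = no enzyme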
bovine MsrA act – bovine methionine sulfoxide reductase A activation; purified bovine MsrA, absorbance read-out; activation, % at 10.6 µM; 360,000 compounds, 0.3% hits; AID 602163; in the data active means activation above about 7.5%;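 further: 0% = vehicle and 100% = reference activator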
FAS-TE inh – FAS thioesterase (human) inhibition; recombinant FAS-TE, OMFH fluorogenic substrate, fluorescence endpoint; AID 602261; inhibition, % at 15 µM; 360,000 compounds, 0.67% hits; P49327;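 active means compounds whose normalised, plate-corrected inhibition of enzyme fluorescence in the single-dose primary screen is 50% or more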;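 further: 0% = DMSO with enzyme and 100% = substrate without enzyme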
SKN-1 inh – blocks SKN-1 activity in C. elegans; C. elegans VP596 Pgst-4::GFP/RFP ratio, acrylamide-induced, 24 h; inhibition, % at 21.8 µM; 360,000 compounds, 0.49% hits; AID 624304;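 active means interference check ratio from 0.5 to 1.5 plus GFP to RFP signal ratio inhibition reaching or exceeding a fixed threshold, cut at about 30% in these data, passing the limit was not always enough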; further: some compounds called inactive have numbers as strong as hits
MT1-MMP act inh – blocks activation of human MT1-MMP | P50281 | HT1080 RFP-PRO-GFP cells, GFP/RFP ratio fluorescence, overnight; percent of plate control window, DMSO zero | GFP/RFP ratio change, % at 20 µM | 360,000 compounds, 0.061% hits;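 active means GFP/RFP ratio change of at least 30% with cell ATP level not reduced by more than half and red fluorescence within 50% of control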; further: strong numbers were not always called active
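Read-out: GFP/RFP fluorescence ratio; Test system: RFP-PRO-GFP reporter HT1080 cells; Compound dosing: single-point 20 µM compound, 1% DMSO; Times: overnight compound exposure at 37 °C.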
Rin1-Abl PPI inh – inhibitors of human Rin1-Abl protein interaction. P00519+Q13671. TR-FRET Rin1/Abl binding, biochemical. inhibition, % at 7.35 µM. 360,000 compounds, 0.4% hits. AID 588664; in the data active means inhibition above about 5%, passing the limit was not always enough
Target sequence (P00519 whole entry, looked up): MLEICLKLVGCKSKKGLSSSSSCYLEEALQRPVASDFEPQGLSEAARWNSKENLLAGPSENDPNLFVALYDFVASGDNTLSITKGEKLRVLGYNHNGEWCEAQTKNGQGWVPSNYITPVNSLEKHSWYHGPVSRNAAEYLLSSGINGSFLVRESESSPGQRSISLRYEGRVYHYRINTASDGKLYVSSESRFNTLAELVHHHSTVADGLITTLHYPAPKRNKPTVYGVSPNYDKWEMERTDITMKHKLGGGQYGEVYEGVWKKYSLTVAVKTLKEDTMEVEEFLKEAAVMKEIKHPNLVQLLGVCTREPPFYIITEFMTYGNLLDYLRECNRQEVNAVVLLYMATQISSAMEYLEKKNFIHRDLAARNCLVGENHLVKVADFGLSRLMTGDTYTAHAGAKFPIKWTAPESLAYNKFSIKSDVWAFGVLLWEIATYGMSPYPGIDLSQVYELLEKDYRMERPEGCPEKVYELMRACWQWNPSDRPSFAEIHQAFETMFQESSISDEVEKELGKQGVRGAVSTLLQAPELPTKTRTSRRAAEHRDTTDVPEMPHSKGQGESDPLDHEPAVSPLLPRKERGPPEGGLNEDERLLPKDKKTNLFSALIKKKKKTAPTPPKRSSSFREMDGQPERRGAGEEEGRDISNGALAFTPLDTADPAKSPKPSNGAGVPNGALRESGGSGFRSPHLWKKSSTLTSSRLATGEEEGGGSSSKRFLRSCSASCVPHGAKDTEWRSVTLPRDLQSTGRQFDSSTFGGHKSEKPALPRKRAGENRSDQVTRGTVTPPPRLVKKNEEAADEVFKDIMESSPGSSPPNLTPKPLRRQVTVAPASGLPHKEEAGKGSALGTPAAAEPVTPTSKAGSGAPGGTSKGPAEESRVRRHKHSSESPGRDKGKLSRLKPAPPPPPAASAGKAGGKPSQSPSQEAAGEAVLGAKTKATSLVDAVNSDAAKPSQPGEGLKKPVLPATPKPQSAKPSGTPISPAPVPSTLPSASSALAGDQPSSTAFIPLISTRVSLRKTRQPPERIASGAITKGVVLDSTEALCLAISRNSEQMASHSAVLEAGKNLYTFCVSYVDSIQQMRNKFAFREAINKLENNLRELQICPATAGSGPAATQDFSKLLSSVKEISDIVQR
Target sequence (Q13671 whole entry, looked up): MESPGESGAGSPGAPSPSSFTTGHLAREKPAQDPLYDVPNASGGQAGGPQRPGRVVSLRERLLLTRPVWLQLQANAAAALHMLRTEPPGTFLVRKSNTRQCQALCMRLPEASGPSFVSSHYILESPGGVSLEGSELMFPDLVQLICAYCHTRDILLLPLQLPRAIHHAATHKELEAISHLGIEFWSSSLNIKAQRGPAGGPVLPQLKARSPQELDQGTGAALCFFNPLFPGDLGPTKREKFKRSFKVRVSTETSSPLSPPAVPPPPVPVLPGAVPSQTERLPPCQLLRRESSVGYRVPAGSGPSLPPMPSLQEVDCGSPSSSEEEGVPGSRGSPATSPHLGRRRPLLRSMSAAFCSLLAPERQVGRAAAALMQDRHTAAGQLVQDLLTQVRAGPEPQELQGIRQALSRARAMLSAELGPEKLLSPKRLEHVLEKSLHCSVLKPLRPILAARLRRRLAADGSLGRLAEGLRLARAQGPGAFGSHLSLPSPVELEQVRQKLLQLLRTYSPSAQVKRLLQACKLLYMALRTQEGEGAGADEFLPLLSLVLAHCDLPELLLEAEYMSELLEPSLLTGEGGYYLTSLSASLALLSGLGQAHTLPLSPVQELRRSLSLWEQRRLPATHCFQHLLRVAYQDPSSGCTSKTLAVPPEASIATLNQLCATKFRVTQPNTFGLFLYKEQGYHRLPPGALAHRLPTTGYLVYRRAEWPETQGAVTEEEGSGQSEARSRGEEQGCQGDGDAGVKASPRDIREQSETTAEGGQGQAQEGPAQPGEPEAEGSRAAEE
The depositor's hits bear a star; i = inactive; x = no result given; + = active, no number. Rows were taken by chance; about 4.2% have a hit in one of these screens.

SMILES	Neddylation inh	CendR NRP1 mod	MsrA inh	eLon inh	bovine MsrA act	FAS-TE inh	SKN-1 inh	MT1-MMP act inh	Rin1-Abl PPI inh
Cc1ccc(C(=O)NC(Cc2ccc(C(C)(C)C)cc2)C(=O)O)cc1 (stereo not drawn)	i	-15	-0.9	1	-7	10	6	-2	2
CC(=O)c1ccc(N2CCN(CC(O)COC(c3ccccc3)c3ccccc3)CC2)cc1 (stereo not drawn)	i	6	2.5	6	-2	8	10	-1	-1
OCC1(CCOc2ccccc2)CCN(Cc2ccc3cccc(F)c3n2)CC1	i	21	0.3	-6	-6	-6	-6	5	1
CCCCN(C(=O)c1cc(=O)[nH]c2ccccc12)c1c(N)n(CCCC)c(=O)[nH]c1=O	i	2	0.9	5	-5	-4	12	-2	-2
CCCn1nnnc1NCc1ccc(OC)cc1	i	13	-0.5	10	-2	-7	9	2	1
O=C(c1cccc(F)c1)N1CCN(C2CCCCC2)CC1	i	8	-1.2	-4	-3	-10	5	1	-1
C=CCn1c(SCC(=O)N2CCOCC2)nc2sc(C)c(C)c2c1=O	i	5	0.0	2	-3	0	4	-1	-2
OC(c1ccc(F)c(F)c1)c1ncc(-c2ccccc2F)[nH]1 (stereo not drawn)	i	3	1.4	4	-1	-8	-14	4	-5
CCOC(=O)c1c(NC(=O)C(Sc2ccccc2)c2ccccc2)sc(C(N)=O)c1C (stereo not drawn)	i	-4	0.6	-1	-3	0	18	-23	-6
Cc1nnc(SCC(=O)NC(=O)NCc2ccco2)n1Cc1ccccc1	i	-27	0.3	-4	-4	-1	1	-1	0
CC(C)c1ccc(CC(=O)N2CCC2(C)C(=O)Nc2ccc3c(c2)OCO3)cc1 (stereo not drawn)	i	2	-1.6	5	-3	21	10	-3	0
COc1cc2c(cc1OC)C(=O)N(C)CC2	i	-5	0.0	-8	-3	-4	-12	2	1
Cc1nc(N)nc(Nc2ccc(Cl)cc2)c1Br	i	-14	0.6	9	-5	-3	13	-1	0
O=C(Nc1c2c(nn1-c1ccc(Cl)cc1)CS(=O)(=O)C2)c1ccccc1	i	11	0.3	-2	-4	5	3	-4	-4
O=C(CCNc1cccc(F)c1)c1cc2ccccc2o1	i	11	0.6	1	-7	8	-2	1	-4
CCC(=O)N1CCC2(CC1)Oc1ccc(F)cc1C(=O)C21CC(c2cccnc2)=NO1 (stereo not drawn)	i	-6	0.8	2	-1	-8	7	2	-3
CC(=O)Nc1ccc(CN2CCN(CC=C(C)C)C(CCO)C2)cc1 (stereo not drawn)	i	11	-0.9	-8	3	-2	-5	-5	-2
CCC(C)NC(=O)c1cnn2c1NC(c1ccc3c(c1)OCO3)CC2C(F)(F)F (stereo not drawn)	i	-13	0.1	3	-3	5	16	3	-1
Cc1ccc(OCC(=O)NCCCNC(=O)c2ccco2)cc1	i	0	0.2	-3	-2	-5	6	6	-1
Cc1noc(C)c1S(=O)(=O)Nc1ccc2c(c1)C(=O)N([C@H](C)CO)C[C@H](C)[C@@H](CN(C)C(=O)Nc1ccc(C(F)(F)F)cc1)O2	i	-14	-0.3	-1	-5	4	-16	3	-2
CC(=O)Nc1ccc(C(=O)NCC(=O)OCc2ccccc2F)cc1	i	0	-1.7	6	-3	-4	-8	4	-1
Nc1ccc(SC(F)(F)F)cc1C(=O)c1ccccc1	i	-11	-0.3	0	2	24	6	7	0
O=c1cc(CSc2nnc(COc3ccccc3)o2)c2ccccc2[nH]1	i	-2	1.1	11	-10	5	-23	-1	-1
COc1cc(C2C(C#N)=C(N)N(N(C)C)C3=C2C(=O)CCC3)cc(OC)c1OC (stereo not drawn)	i	0	2.1	-5	-1	-2	9	-1	0
CCC(Oc1ccccc1)C(=O)N1CC(C)CC(C)C1 (stereo not drawn)	i	2	1.2	8	-2	-3	17	2	-2
(listing goes on)
SMILES	Neddylation inh	CendR NRP1 mod	MsrA inh	eLon inh	bovine MsrA act	FAS-TE inh	SKN-1 inh	MT1-MMP act inh	Rin1-Abl PPI inh
Cc1ccc(NC(=O)COC(=O)c2c(C)nn(-c3ccccc3)c2C)cc1	i	4	0.3	-6	-3	6	2	1	-2
CC(=O)Oc1ccccc1-c1nc(/C=C/c2ccccc2)no1	i	3	-1.8	5	-6	25	-3	0	-3
O=C(CCC(=O)OCC(=O)c1cccc([N+](=O)[O-])c1)NC1CCCCC1	i	12	1.5	4	-3	1	8	-1	1
O=C1CCC(C(=O)N2CCSCC2)CN1CCc1cccc(F)c1 (stereo not drawn)	i	3	-0.5	-18	-2	-3	20	5	3
CCNC(=S)N(CCN(C)C)Cc1cc2cc3c(cc2[nH]c1=O)OCO3	+	-22	-0.3	-1	-4	-4	12	0	0
CC(=O)c1ccc2noc(-c3ccc(F)cc3)c2c1	i	37*	1.8	16*	-3	0	2	-15	-5
Cc1cccc(C(=O)c2c(N)sc3c2CCC(C)C3)c1 (stereo not drawn)	i	2	-0.3	-6	-3	-3	22	-7	-4
Cc1nn2c(-c3cccc(NC(=O)CSc4nc5ccccc5o4)c3)nnc2c2ccccc12	i	1	-0.8	7	2	-3	17	12	-4
O=c1c2c3c(sc2nc2n1N=C(c1cccs1)CS2)CCCC3	i	-22	-1.1	-2	-4	-11	-20	8	1
CCOc1ccc(NC(=O)CN(C)C(=O)Cn2cnc3c2c(=O)n(C)c(=O)n3C)cc1OCC	i	2	-1.5	-6	-4	-7	11	3	4
CCCc1nn2c(=O)c(C(c3ccc(C)cc3)c3c(O)nc4sc(CCC)nn4c3=O)c(O)nc2s1	i	-21	-1.0	6	-4	1	-5	-8	0
COCCOC(=O)c1c(C)oc2ccc(OC(=O)c3ccc4c(c3)OCO4)cc12	i	-3	0.9	6	0	15	15	x	0
CCOC(=O)c1nnn2c3ccccc3c(=O)n(C)c12	i	10	2.2	3	-3	-2	-6	6	1
CN(Cc1nc2ccccc2n1C)C(=O)c1cccs1	i	-3	0.2	-4	-2	-7	-14	-2	-3
CCOC(=O)N1CCC(N2Cc3cccc(C(=O)Nc4cccc(F)c4)c3C2=O)CC1	i	0	-0.5	6	-3	-2	20	1	2
O=C(NCc1ccccc1)c1cc(C2COCCN2C(=O)C2CC2)on1 (stereo not drawn)	i	-9	0.0	1	-8	-11	-13	-1	-2
COc1ccccc1C(=O)N1CCN(C(=O)COc2cccc(C)c2)CC1	i	3	0.2	-2	-8	-8	0	-2	3
O=C(CCN1C(=O)/C(=C/C=C/c2ccccc2)SC1=S)Nc1cccnc1	i	-60	0.2	-31	-4	2	6	7	-6
O=C(CCCn1ncn2c(cc3occc32)c1=O)N1CCc2ccccc2C1	i	-3	0.0	-8	2	-4	-7	1	-1
COc1ccc(N=N/C(=C\O)C(=O)c2cccs2)cc1	i	-15	1.4	1	-6	16	7	5	-1
Fc1ccc(/C=N\Nc2cccc(F)c2)cc1	i	-14	0.9	-2	1	-2	-2	-1	1
O=c1c2c3c(sc2nc2n1CCCCC2)CCC3	i	-8	2.0	-9	-1	-9	-9	-3	1
CC(=O)Nc1cc(-c2cccc(F)c2)cn2c(-c3ccc(F)c(Cl)c3)cnc12	i	-14	0.2	-27	0	21	10	-1	-5
O=C(COC(=O)c1nc(Cl)ccc1Cl)NCc1ccccc1	i	-5	-1.4	-8	-3	-2	1	3	-4
CC(=O)N1CCOc2ccc(S(=O)(=O)N(C)c3cccc(C)c3)cc21	i	6	-0.1	-8	-3	4	6	2	1
Following part.
SMILES	Neddylation inh	CendR NRP1 mod	MsrA inh	eLon inh	bovine MsrA act	FAS-TE inh	SKN-1 inh	MT1-MMP act inh	Rin1-Abl PPI inh
c1ccc(-c2ccc(-c3nc(-c4ccccn4)no3)cc2)cc1	i	-6	0.4	-12	-7	21	63*	4	-1
Clc1ccc(Nc2ccc(Cl)nn2)cc1	i	8	-0.3	0	-4	4	11	-1	-2
CC(NC(=O)CSc1ccccc1)c1ccccc1 (stereo not drawn)	i	0	1.6	-10	-2	-2	-8	-1	-1
O=C(Nc1cccc(S(=O)(=O)NC2=NCCC2)c1)c1cc(Cl)ccc1[N+](=O)[O-]	i	0	x	5	1	5	17	-2	1
COc1ccccc1CCN1CCCC(CN(C)C(=O)c2ccco2)C1 (stereo not drawn)	i	-1	-0.1	-4	-2	-5	3	3	2
O=C1NC(=Nc2ccccc2)S/C1=C\c1cccnc1	i	9	2.2	2	-4	-5	4	-5	-3
Cc1ccc(S(=O)(=O)N2CCCC(CCC(=O)NCc3ccccc3F)C2)s1 (stereo not drawn)	i	8	0.5	-6	-2	1	-1	-3	3
CCN(CC)C(=O)c1csc(COCCO)n1	i	-8	0.8	-9	-1	-7	8	5	1
CNc1ncc(C(=O)c2ccc(Br)cc2)s1	i	8	2.8	-7	-2	-2	10	1	-18
CC(C)(C)OC(=O)C[C@H]1C/C=C\C[C@@H](CC(=O)NCCO)C(=O)NC[C@@H](c2ccccc2)OC1=O	i	20*	-1.4	0	-2	-8	6	0	6
O=C(NNC(=O)c1cccs1)c1ccco1	i	0	1.3	-2	-11	-3	-3	-2	1
O=c1oc2ccc(C#CC3(O)CCCCC3)cc2cc1-n1cc(-c2ccccn2)nn1	i	0	-1.3	-1	-7	-9	-24	-1	1

A draw from above in order of length of the SMILES, lowest first.
SMILES	Neddylation inh	CendR NRP1 mod	MsrA inh	eLon inh	bovine MsrA act	FAS-TE inh	SKN-1 inh	MT1-MMP act inh	Rin1-Abl PPI inh
Clc1ccc(Nc2ccc(Cl)nn2)cc1	i	8	-0.3	0	-4	4	11	-1	-2
O=C(NNC(=O)c1cccs1)c1ccco1	i	0	1.3	-2	-11	-3	-3	-2	1
CNc1ncc(C(=O)c2ccc(Br)cc2)s1	i	8	2.8	-7	-2	-2	10	1	-18
O=c1c2c3c(sc2nc2n1CCCCC2)CCC3	i	-8	2.0	-9	-1	-9	-9	-3	1
O=C1NC(=Nc2ccccc2)S/C1=C\c1cccnc1	i	9	2.2	2	-4	-5	4	-5	-3
O=C(COC(=O)c1nc(Cl)ccc1Cl)NCc1ccccc1	i	-5	-1.4	-8	-3	-2	1	3	-4
COc1ccccc1CCN1CCCC(CN(C)C(=O)c2ccco2)C1 (stereo not drawn)	i	-1	-0.1	-4	-2	-5	3	3	2
c1ccc(-c2ccc(-c3nc(-c4ccccn4)no3)cc2)cc1	i	-6	0.4	-12	-7	21	63*	4	-1
CC(=O)N1CCOc2ccc(S(=O)(=O)N(C)c3cccc(C)c3)cc21	i	6	-0.1	-8	-3	4	6	2	1
Cc1ccc(S(=O)(=O)N2CCCC(CCC(=O)NCc3ccccc3F)C2)s1 (stereo not drawn)	i	8	0.5	-6	-2	1	-1	-3	3
O=c1oc2ccc(C#CC3(O)CCCCC3)cc2cc1-n1cc(-c2ccccn2)nn1	i	0	-1.3	-1	-7	-9	-24	-1	1
CC(=O)Nc1cc(-c2cccc(F)c2)cn2c(-c3ccc(F)c(Cl)c3)cnc12	i	-14	0.2	-27	0	21	10	-1	-5
O=C(Nc1cccc(S(=O)(=O)NC2=NCCC2)c1)c1cc(Cl)ccc1[N+](=O)[O-]	i	0	x	5	1	5	17	-2	1
CC(C)(C)OC(=O)C[C@H]1C/C=C\C[C@@H](CC(=O)NCCO)C(=O)NC[C@@H](c2ccccc2)OC1=O	i	20*	-1.4	0	-2	-8	6	0	6
